All columns: NCI-60 one-dose screen, growth in % after 48 h at 10 µM unless noted; 100 = growth as untreated, 0 = no growth, -100 = all killed.
OVCAR-4: OVCAR-4 ovarian cancer cells; AID 1794784; 80,000 tested, 3.7% active
U251: U251 CNS tumor cells; AID 1794753; 80,000 tested, 5.4% active
OVCAR-8: OVCAR-8 ovarian cancer | 81,000 tested, 4.4% active
DU-145: DU-145 prostate cancer | 81,000 tested, 4.2% active
SF-295: SF-295 CNS cancer cells; 79,000 tested, 5.6% active; AID 1794758
PC-3: PC-3 prostate cancer cells | 80,000 tested, 3.9% active
OVCAR-5: OVCAR-5 ovarian cancer | 82,000 tested, 2.9% active
OVCAR-3: OVCAR-3 ovarian cancer; 79,000 tested, 7% active; AID 1794787
SK-OV-3: SK-OV-3 ovarian cancer cells; AID 1794785; 80,000 tested, 3.2% active
* hit, by the source's call; nt = no result given; & = joins results of further samples. Rule for the calls: active = growth percent below 10; inactive = the rest. Rows were taken by chance (roughly 11% active in at least one column).

SMILES	OVCAR-4	U251	OVCAR-8	DU-145	SF-295	PC-3	OVCAR-5	OVCAR-3	SK-OV-3
COc1ccc(Cn2nc(-c3ccc(OC)c(OC)c3)c3c2CCc2cnoc2-3)cc1	85.4	88.7	97.5	102.7	87.9	91.7	84.6	105.9	123.1
CC(C)CCc1nc2ccc(NCc3ccccc3)cc2[nH]1	83.1	92.3	96.7	101.9	87.5	80.2	85.0	85.9	102.8
O=C(c1ccc(Cl)cc1)C1[C@H](c2ccc(Cl)cc2)[C@@H](c2ccccc2)NC12C(=O)Nc1ccc(Cl)cc12 (stereo not given in full)	58.9	50.0	62.9	66.4	38.1	33.6	68.7	48.0	111.2
[O-]/[N+](=C\c1ccc(Cl)cc1Cl)c1ccccc1	99.0	nt	nt	109.0	100.9	101.7	107.5	110.7	93.5
CCOC(=O)C1=C(C)n2nc(CC#N)c(C#N)c2NC1c1ccc(OC)cc1 (stereo not given)	99.9	107.0	107.3	104.2	101.1	96.0	100.2	92.6	97.0
COc1ccc(-c2nsc3c2NC(=O)CC3c2ccc(F)cc2)cc1 (stereo not given)	90.8	33.6	46.1	58.7	37.5	39.1	40.3	23.9	35.2
NC(=S)N/N=C/c1cn(-c2ccc(C(=O)O)cc2)nc1-c1ccc(C(=O)O)cc1	103.5	101.1	99.5	104.6	98.5	94.4	92.8	114.4	117.0
COc1ccc(/C=N/n2cnc3c(c(C)nn3-c3ccccc3)c2=N)cc1	96.7	99.0	99.4	110.8	92.1	97.3	102.2	123.1	109.5
O=C(NO)c1ccc(Cn2c(=O)n(-c3ccccc3F)c(=O)c3ccccc32)cc1	18.2	-85.3*	-39.3*	6.2*	-44.3*	-33.6*	27.8	-17.8*	9.0*
CC(C)CCC[C@@H](C)[C@H]1CCC2C3CCN4C(=O)CCC(=O)N4C3CC[C@@]21C (stereo not given in full)	102.9	105.6	93.5	100.4	74.5	70.5	91.5	103.7	99.3
Cc1ccc(-c2nc(Nc3cccc(C(=O)O)c3)c3ccccc3n2)cc1	77.9	78.7	91.6	96.6	65.9	80.5	108.0	85.6	89.6
CCCn1cnc2c(c1=N)C(c1ccc(O)cc1)c1sc3c(F)cccc3c1O2 (stereo not given)	83.2	98.1	91.8	98.6	105.7	87.5	91.3	107.2	108.9
CC(=C(c1ccc(OCCN2CCCCC2)cc1)c1ccc(OCCN2CCCCC2)cc1)c1ccccc1	63.8	1.3*	53.5	62.5	-57.2*	47.5	46.3	28.3	74.6
c1ccc(-c2cc(-c3nn4c(-c5ccccc5)nnc4s3)c3ccccc3n2)cc1	93.4	88.7	86.3	94.0	94.8	72.3	90.3	nt	100.2
O=C(CSc1n[nH]c(-c2ccncc2)n1)c1ccccc1	98.3	98.2	102.1	101.1	98.1	101.5	101.7	107.5	104.7
NC(=S)NN=C(c1ccc(O)cc1)c1ccc(O)cc1	91.5	101.2	89.3	95.2	93.4	98.3	100.4	nt	114.7
C=C(C)[C@@H]1CC[C@]2(C(N)=O)CC[C@]3(C)[C@H](CC[C@@H]4[C@@]5(C)CCC(=O)NC(C)(C)[C@@H]5CC[C@]43C)[C@@H]12	75.1	90.2	81.3	100.3	93.7	56.7	85.0	89.0	71.0
C[N+](C)(C)C(Cc1c[nH]c2ccccc12)C(=O)O (stereo not given)	106.1	97.1	89.9	105.3	77.8	105.9	105.2	106.0	123.4
O=C(N=Nc1c(O)n(Cc2ccccc2)c2ccccc12)c1ccc(Cl)cc1	67.0	47.8	53.1	65.6	40.1	59.5	100.3	62.3	87.4
Cc1c(C)c(Cl)c(C)c(C)c1Cl	101.1	104.3	104.6	103.8	102.4	108.8	99.9	102.7	103.2
c1cc(SSc2ccncc2)ccn1	109.6	98.5	100.3	109.1	104.2	87.8	91.6	108.1	102.1
CCOc1nc(-c2cccs2)n2nc(-c3cccs3)cc2n1	70.5	75.6	74.9	94.7	80.7	86.5	103.5	65.5	75.2
Cc1ccc(C2=Nn3c(N=Nc4c(O)[nH]c5ccc(Br)cc45)nnc3SC2)cc1	91.2	106.2	99.5	103.8	100.3	91.6	102.1	114.4	95.4
CCSc1nc2nccnc2c(=O)[nH]1	92.5&102.8	112.1&104.1	111.6&94.0	106.8&109.7	nt	95.8&92.3	105.8&100.8	105.4&104.6	99.9&109.1
CCOC(=O)C(C)(N)Cc1ccc(O)c(O)c1 (stereo not given)	92.2	94.2	90.9	110.1	113.9	82.0	101.6	108.4	114.0

Reformatted: two of the compounds above.
NC(=S)N/N=C/c1cn(-c2ccc(C(=O)O)cc2)nc1-c1ccc(C(=O)O)cc1
  OVCAR-4: 103.5
  U251: 101.1
  OVCAR-8: 99.5
  DU-145: 104.6
  SF-295: 98.5
  PC-3: 94.4
  OVCAR-5: 92.8
  OVCAR-3: 114.4
  SK-OV-3: 117.0
COc1ccc(/C=N/n2cnc3c(c(C)nn3-c3ccccc3)c2=N)cc1
  OVCAR-4: 96.7
  U251: 99.0
  OVCAR-8: 99.4
  DU-145: 110.8
  SF-295: 92.1
  PC-3: 97.3
  OVCAR-5: 102.2
  OVCAR-3: 123.1
  SK-OV-3: 109.5

(further entries)
SMILES	OVCAR-4	U251	OVCAR-8	DU-145	SF-295	PC-3	OVCAR-5	OVCAR-3	SK-OV-3
COc1ccc(C2CC(=O)c3c(O)cc(OC4OC(CO)C(O)C(O)C4OC4OC(C)C(O)C(O)C4O)cc3O2)cc1O (stereo not given)	101.6	103.9	103.9	110.9	96.1	86.7	109.8	108.1	90.1
CCC1(c2ccccc2)Oc2ccccc2-n2c(C#N)c3ccccc3c2C1=O (stereo not given)	99.8	96.7	98.4	113.5	93.3	93.8	107.9	102.5	91.4
Cc1cc(=O)oc2cc(OCCOc3ccc(/C=C/C(=O)Nc4ccc(F)c(Cl)c4)cc3)ccc12	101.2	100.8	95.9	105.8	102.2	90.6	99.0	nt	95.6
O=C1c2nc3n(c2C(=O)c2nc4n(c21)CCC4)CCC3	105.3	104.6	98.7	112.2	99.4	93.0	103.4	103.5	104.7
COc1cc2ncnc(Sc3nnc(NC(=O)c4ccc(C)cc4)s3)c2cc1OC	89.6	97.0	103.0	102.3	97.5	91.2	97.4	105.2	100.1
COc1ccc(/C=C(/C2=NCCN2)n2ccc3ccccc32)cc1	94.8	89.0	97.1	96.2	85.8	73.4	90.0	97.9	97.1
Cc1ncc(C#N)c(N)n1	92.5	100.4	101.6	113.7	98.0	90.0	99.5	109.6	116.6
CCOC(=O)c1cnn(-c2ccc(S(N)(=O)=O)cc2)c1N	103.2	102.8	101.8	131.7	110.2	102.8	89.2	133.8	103.8
Cc1ccc(-n2cc3c(-c4cc5c(ccc6ccccc65)oc4=O)nnc(-c4cc5ccccc5o4)c3n2)cc1	69.8	72.8	84.4	92.8	60.8	53.4	103.0	45.9	79.0
O=C1NC(=O)[C@@H](c2cn3c4c(cccc24)CCC3)[C@@H]1c1c[nH]c2ccccc12	55.4	8.4*	11.3	15.0	19.2	21.1	48.0	18.4	0.0*
O=C(c1ccccc1)C(Br)C(Br)c1ccccc1 (stereo not given)	90.2	68.6	78.8	94.7	82.4	55.3	104.4	-10.9*	115.0
CCCn1nc(C(=O)N2CCCCC2)c2c1CCC(NCCCN1CCCC1=O)C2 (stereo not given)	105.9	101.6	105.2	107.4	96.5	101.0	97.0	103.8	102.2
COc1ccc(OC)c(-c2cc(-c3ccc(Cl)cc3)c3c(N)c(C(C)=O)sc3n2)c1	63.9	84.5	81.2	96.9	89.7	80.2	98.9	100.6	79.7
O=C(OCc1ccc2c(Br)cc(Br)c(O)c2n1)c1c[nH]c2ccccc12	43.8	43.7	42.6	61.2	51.8	50.6	77.4	64.0	92.5
COc1ccccc1CC(=O)c1ccccc1OC	100.7	100.3	111.6	95.0	93.5	95.6	102.0	112.1	98.3
COc1ccc(/C=C2\CN(C)CC3=C2OC(N)=C(C#N)C3c2ccc(OC)c(OC)c2)cc1OC (stereo not given)	51.6	83.5	86.6	104.6	103.4	83.2	77.4	78.7	85.5
CC(=O)OCC(=O)NCCCOc1cccc(CN2CCCCC2)c1	116.2	95.0	99.7	111.7	99.8	97.8	104.8	105.6	116.2
Cc1ncc(CC#N)c2c1OC(C)(C)OC2	110.1	107.4	107.2	104.3	107.8	97.7	100.2	102.5	108.3
CCn1c(Cc2ccccc2)nc2c1c(=O)n(C)c(=O)n2C	113.2	94.3	107.2	103.3	93.2	96.1	97.0	nt	99.6
O=C(Nc1sc2c(c1C(=O)O)CCCC2)c1ccc([N+](=O)[O-])cc1	92.0	102.5	92.5	103.1	110.0	89.9	94.7	109.3	98.7
CCOC(=O)c1nnn(-c2ccccc2)c1-c1cccnc1	104.4	100.7	91.1	99.3	101.6	90.0	101.1	104.6	99.8
Cc1ccc(N=NC(C#N)C#N)cc1	79.0	94.1	114.2	103.9	94.2	85.7	93.5	79.1	55.5
Cc1nn2c(=O)c3c4c(sc3nc2n1-c1ccc(Cl)cc1)CN(C)CC4	102.7	97.0	87.7	105.5	101.8	nt	109.6	97.9	87.7
CCOC(=O)C(CCC(=O)c1ccccc1)(NC(C)=O)C(=O)OCC	99.5	97.0	102.2	105.8	118.5	74.6	90.2	103.9	106.9
N#Cc1cnn(C(=O)CSc2nnc3sc4ccccc4n23)c1N	102.5	107.8	110.1	113.9	104.8	93.8	91.4	111.9	108.9
The list continues:
SMILES	OVCAR-4	U251	OVCAR-8	DU-145	SF-295	PC-3	OVCAR-5	OVCAR-3	SK-OV-3
O=C(O)c1ccc(-n2cc(CNc3cc(Cl)cc(C(F)(F)F)c3)c(-c3ccc(F)cc3)n2)cc1	104.0	104.6	99.5	106.5	95.9	95.9	108.2	nt	105.2
O=c1[nH]cnc2c1C(c1ccc([N+](=O)[O-])cc1)c1sc3c(F)cccc3c1O2 (stereo not given)	89.4	91.5	94.4	100.1	95.9	79.8	89.2	97.1	100.1
Cn1cc(-c2csc(-c3c[nH]c4ncccc34)n2)c2cc(F)cnc21	62.4	83.3	77.5	nt	74.3	69.1	87.1	87.8	81.8
Cc1ccc2c(n1)C(=O)C(Oc1ccc(F)cc1)=CC2=O	96.6	95.3	87.0	114.3	101.2	98.9	111.5	73.2	nt
CC(=O)CC(=O)Nc1ccc([N+](=O)[O-])cc1	93.2	93.8	115.6	110.6	98.5	91.9	95.3	94.2	94.4
CCCC(=O)Oc1ccc(C(C)(C)C)cc1Br	112.6	96.8	99.1	105.5	100.7	101.7	105.2	109.8	108.5
Nc1[nH]n(-c2ccccc2)c(=O)c1/C=N/C(=S)NC1CCCCC1	87.4	77.0	96.5	97.7	90.9	80.2	101.7	94.1	93.6
NC(=O)c1n[nH]n2c1nc(=O)c1sc(-c3ccccc3)cc12	101.9	94.5	101.4	103.8	91.0	82.9	106.2	95.0	81.9
CCCCN(CCCC)CCc1c(C)cc(C)c(CCN(CCCC)CCCC)c1O	30.8	24.6	47.5	52.9	31.3	14.1	45.6	14.7	25.5
CCCCO[Si](OCCCC)(OCCCC)OCCCC	96.7	91.7	101.8	111.6	91.4	80.1	110.3	118.0	100.3
O=C(Nc1ccc(N2CCN(Cc3ccccc3)CC2)cc1)c1cccs1	111.9	97.4	95.7	107.4	90.8	102.3	97.3	107.9	101.4
N#Cc1c(N)sc(N)c1C#N	113.1	108.9	99.7	109.6	106.9	86.2	96.5	105.0	98.8
Cc1cc(Cl)cc(Cc2cc(Cl)cc(C)c2O)c1O	22.2	8.4*	48.2	30.5	22.6	-7.6*	69.0	-2.7*	51.5
CCCCN(CCCC)CCCO	108.4	116.4	99.8	110.2	123.9	179.6	99.4	100.9	110.4
O=C(CCl)NCCCN1CCN(CCCNC(=O)CCl)CC1	94.8	103.2	109.2	100.3	110.9	93.7	110.7	107.1	103.7
CCCc1ccc(/C=C2\SC(=Nc3ccc(O)c(C(=O)OC)c3)NC2=O)cc1	97.5	88.6	94.6	103.9	94.4	83.0	94.1	105.0	99.9
O=C(Cn1nnnc1N1CCCC(C2CCCCO2)C1)N1CCc2ccccc21 (stereo not given)	98.1	106.3	101.6	103.3	98.6	100.4	97.2	106.5	nt
S=C1CCSC(=S)N1CCCN1C(=S)CCSC1=S	83.7	83.2	55.3	73.3	105.1	69.1	82.8	34.1	112.0
COc1ccc2[nH]c(=O)c(CSc3ccccc3Nc3nccc(-c4ccc5c(c4)OCO5)n3)cc2c1	61.1	88.6	79.2	78.4	104.4	68.1	103.4	92.3	112.4
Cc1cc(C)n(C2=NC(c3cccc([N+](=O)[O-])c3)c3sc4ccc(Cl)cc4c3N2)n1 (stereo not given)	103.0	103.9	99.5	111.3	97.9	81.4	104.2	102.2	88.6
O=C1[C@@H]2Cc3c([nH]c4ccccc34)[C@@H](c3ccc(Cl)cc3)N2C(=O)CN1C1CCN(Cc2c(F)cccc2F)CC1	44.8	38.0	43.7	49.2	41.4	13.8	59.4	nt	68.5
O=C(CI)Nc1ccc(O)c2ccccc12	26.6	-28.4*	-22.9*	41.9	nt	43.3	18.5	-29.5*	77.5

Single records, from the list above:
Shown for Cc1cc(C)n(C2=NC(c3cccc([N+](=O)[O-])c3)c3sc4ccc(Cl)cc4c3N2)n1 (stereo not given) → OVCAR-4 = 103.0; U251 = 103.9; OVCAR-8 = 99.5; DU-145 = 111.3; SF-295 = 97.9; PC-3 = 81.4; OVCAR-5 = 104.2; OVCAR-3 = 102.2; SK-OV-3 = 88.6
Shown for O=c1[nH]cnc2c1C(c1ccc([N+](=O)[O-])cc1)c1sc3c(F)cccc3c1O2 (stereo not given) → OVCAR-4 = 89.4; U251 = 91.5; OVCAR-8 = 94.4; DU-145 = 100.1; SF-295 = 95.9; PC-3 = 79.8; OVCAR-5 = 89.2; OVCAR-3 = 97.1; SK-OV-3 = 100.1
